ssDAF-12 act: S. stercoralis DAF-12 nuclear receptor activators, primary screen, cell-based, luminescence, HEK293, GRIP1 co-expression, lit1-tk-luc; Nuclear hormone receptor DAF-12 (Strongyloides stercoralis); activation, % at 6.8 µM; 370,000 compounds, 1% hits; HEK293 ssDAF-12/GRIP1 lit1-tk-luc reporter; % of 3 µM dafachronic acid response;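 active means activation above the mean over all tested compounds plus 3 SD, cut at about 0.9% in these data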;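 further: 0% = DMSO-only wells and 100% = 3 µM delta7-dafachronic acid wells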
SMARCA2 activ: SMARCA2 (BRM) function activators, primary screen, cell-based, luminescence, high throughput; MG213 cells, MMTV-luciferase reporter, dexamethasone, overnight; activation, % at 9.1 µM; 370,000 compounds, 1% hits; AID 652017, 2013; in the data active means activation above about 7.8%;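 further: 0% = vehicle wells and 100% = reference activator wells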
hgDAF12 agonist: H. glycines DAF-12 receptor agonists, primary screen, cell-based, luminescence, HEK293, GAL4 fusion, UAS-luciferase; activation, % at 6.8 µM; 370,000 compounds, 1.8% hits; HEK293 GAL4-hgDAF12 UAS-luciferase reporter, agonist luminescence; normalized to butyrate control;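 active means activation above a cutoff set at the mean of all screened compounds plus 3 SD, cut at about 10% in these data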;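 further: 0% = DMSO wells and 100% = sodium butyrate wells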
FXN GAA850 act: FXN promoter activators, primary screen, cell-based, luciferase luminescence, HEK293 lucGAA850; HEK293 lucGAA850 FXN promoter luciferase reporter, 24 h; percent of 10 µM SAHA response; activation, % at 6 µM; 360,000 compounds, 0.56% hits; AID 540364, 2011;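 active means activation above the average of all compounds screened plus 3 SD, cutoff fixed separately per campaign, cut at about 7.5% in these data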;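 further: 0% = DMSO wells and 100% = 10 µM SAHA wells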
DAX1 inh-1: DAX1 (NR0B1) inhibitors on StAR promoter, primary screen, cell-based, luminescence, SF-1 (NR5A1), full-length DAX-1; AID 652010, 2013; HEK293T StAR-luciferase reporter, SF-1/DAX-1 repression relief; inhibition, % at 6.8 µM; 370,000 compounds, 1.1% hits;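 active means inhibition above the mean over all tested compounds plus 3 SD, cut at about 3.6% in these data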;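 further: 0% = DAX-1 cells with DMSO and 100% = cells lacking DAX-1 with DMSO; higher inhibition means more luminescence from relief of DAX-1 repression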
sPLA2-III inh: human group III sPLA2 inhibitors, primary screen, biochemical, QFRET, BODIPY PC-A2 liposome substrate | QFRET BODIPY PC-A2 liposome hydrolysis, fluorescence | inhibition, % at 12.2 µM | Group 3 secretory phospholipase A2 (Homo sapiens), Q9NZ20 | 370,000 compounds, 0.56% hits;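 active means inhibition above mean plus 3 SD of compounds lying within the high and low control bounds, cut at about 19% in these data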;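 further: 0% = median of test compound wells and 100% = no enzyme DMSO wells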
Target sequence (Q9NZ20 whole entry, looked up): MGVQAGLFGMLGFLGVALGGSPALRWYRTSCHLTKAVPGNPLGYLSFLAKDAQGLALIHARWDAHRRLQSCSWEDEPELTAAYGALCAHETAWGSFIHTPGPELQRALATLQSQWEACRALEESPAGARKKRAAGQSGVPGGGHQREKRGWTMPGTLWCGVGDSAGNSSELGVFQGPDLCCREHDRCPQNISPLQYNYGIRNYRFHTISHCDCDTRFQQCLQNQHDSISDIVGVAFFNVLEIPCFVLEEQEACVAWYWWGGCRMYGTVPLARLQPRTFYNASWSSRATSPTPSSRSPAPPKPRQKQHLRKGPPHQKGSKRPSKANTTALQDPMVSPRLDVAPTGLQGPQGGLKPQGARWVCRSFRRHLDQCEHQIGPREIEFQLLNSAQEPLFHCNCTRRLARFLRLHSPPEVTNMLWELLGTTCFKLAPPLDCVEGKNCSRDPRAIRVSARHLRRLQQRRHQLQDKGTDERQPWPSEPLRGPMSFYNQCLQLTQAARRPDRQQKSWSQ
hcDAF-12 act: H. contortus DAF-12 nuclear receptor activators, primary screen, cell-based, luminescence, HEK293, lit1-tk-luc reporter; 370,000 compounds, 1.4% hits; activation, % at 6.8 µM; HEK293 hcDAF-12 lit1-tk-luc reporter; 0% DMSO, 100% Δ7-dafachronic acid;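 active means activation above the mean of all tested compounds plus 3 SD, cut at about 5.5% in these data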;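 further: 100% = response to 3 µM Δ7-dafachronic acid high control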
PG9 binder: binders of HIV-1 gp120 antibody PG9, primary screen, biochemical, TR-FRET | TR-FRET gp120-PG9 antibody binding | inhibition, % at 6.7 µM | 360,000 compounds, 0.43% hits | AID 624416, 2012; in the data active means inhibition above about 8.5%
DAX1 inh-2: DAX1 (NR0B1) inhibitors, primary screen, cell-based, HEK293, Gal4-DAX1, luciferase luminescence. Nuclear receptor subfamily 0 group B member 1 (Homo sapiens), P51843. HEK293 Gal4-DAX1 luciferase reporter. inhibition, % at 6.75 µM. 340,000 compounds, 0.99% hits. AID 504766, 2011;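 active means inhibition above the mean over all tested compounds plus 3 SD, cut at about 4.2% in these data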;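 further: 0% = DAX1-transfected cells with DMSO and 100% = empty-vector control cells with DMSO; inhibition shows as a rise in luminescence from relieved DAX1 repression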
Target sequence (P51843 207-470 limits assumed): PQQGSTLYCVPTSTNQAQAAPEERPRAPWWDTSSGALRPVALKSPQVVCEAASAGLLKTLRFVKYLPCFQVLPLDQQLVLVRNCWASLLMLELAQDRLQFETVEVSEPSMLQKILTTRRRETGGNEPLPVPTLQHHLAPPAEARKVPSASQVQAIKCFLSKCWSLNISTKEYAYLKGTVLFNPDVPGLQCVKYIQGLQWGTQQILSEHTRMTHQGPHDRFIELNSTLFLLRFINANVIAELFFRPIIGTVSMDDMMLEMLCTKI
NR1D1 modulator: modulators of Rev-erb alpha DNA binding, primary screen, biochemical, FITC-DNA, fluorescence polarization, uHTS | 370,000 compounds, 0.79% hits | Rev-erbα–FITC-DNA binding, 90 min | activity, % at 10 µM;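 active means activity above about 14%, limit read from the data; passing the limit was not always enough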;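 further: 0% = DMSO wells with 35 nM protein and 100% = DMSO wells with 750 nM protein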
PLC-beta3 inh: human PLC-beta3 inhibitors, primary screen, biochemical, fluorescence | 1-phosphatidylinositol 4,5-bisphosphate phosphodiesterase beta-3 (Homo sapiens), Q01970 | Purified PLC-beta3, fluorogenic substrate | inhibition, % at 12.2 µM | 370,000 compounds, 0.18% hits; in the data active means inhibition above about 11%;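 further: 0% = median of compound wells on plate and 100% = full blocker control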
Active calls of the source: *; i = inactive; nt = not tested or not shown.

no.	SMILES	ssDAF-12 act	SMARCA2 activ	hgDAF12 agonist	FXN GAA850 act	DAX1 inh-1	sPLA2-III inh	hcDAF-12 act	PG9 binder	DAX1 inh-2	NR1D1 modulator	PLC-beta3 inh
1	NNC(=O)c1cc(C2CC2)nc2ccc(Br)cc12	-0.7	1	5.0	2.6	-0.1	-6	-0.1	0.9	3.0	2	0
2	COc1ccc(CCN2C(=O)CC(C(N)=O)SC2=Nc2ccc(F)cc2)cc1OC (stereo unspecified)	-1.9	3	0.8	-0.7	-0.1	-12	-2.7	-3.3	0.2	3	-2
3	Nc1[nH]c(C(=O)c2ccccc2)c(-c2ccc(Cl)cc2Cl)c1C(=O)c1ccc(Cl)cc1	-0.9	-3	2.8	nt	0.3	4	-2.5	-0.5	nt	7	-3
4	Cc1ccc(CN2CC(C(=O)Nc3ccc(F)c([N+](=O)[O-])c3)CC2=O)cc1 (stereo unspecified)	-1.3	0	1.1	0.6	0.2	-12	-1.3	-0.5	-1.6	-3	1
5	CS(=O)(=O)N(Cc1ccccc1)c1ccc(C(=O)NN=C2CCCCCC2)cc1	-1.6	-2	2.6	-0.3	0.2	3	-0.4	0.0	-0.2	1	-2
6	S=C(N/N=C1\C2CN3CCN(C2)CC1(c1ccccc1)C3)Nc1ccccc1	-1.1	-3	0.0	0.1	-0.3	-4	4.1	0.6	0.5	-3	-13
7	COc1ccc(-n2ccnc2SCC(=O)Nc2ccc(OC)cc2OC)cc1	-1.4	2	-1.5	-1.4	-0.9	-5	-1.1	-3.2	0.3	-1	-2
8	O=S(=O)(c1cccs1)N1CN(C2CCCC2)c2nc3ccccc3nc21	-1.3	0	-0.2	nt	-0.6	0	-2.0	-0.8	nt	0	-61
9	COC(=O)C1Cc2c([nH]c3ccccc23)C(C)N1 (stereo unspecified)	-1.0	-4	1.9	-0.4	0.0	6	3.0	-1.4	-1.3	1	-28
10	O=C(O)CCc1ccc(-c2cccs2)n1-c1ccc(C(=O)O)cc1	0.1	1	-1.4	3.3	1.0	2	0.4	1.2	-0.2	-1	-12
11	CN(CC(=O)Nc1cccc2ccccc12)c1ccc(S(=O)(=O)N2CCOCC2)cn1	-0.9	1	0.5	2.9	0.7	2	1.8	-3.7	-1.2	-6	7
12	OC(COc1ccccc1)CN1CCN(C(c2ccccc2)c2ccccc2)CC1 (stereo unspecified)	-1.6	-3	-0.9	0.7	0.2	-15	0.7	-0.1	-0.4	-2	-5
13	COC(=O)c1ccccc1NC(=O)CSc1nc(Nc2ccccc2)nc(N2CCOCC2)n1	-0.6	-1	-4.4	5.0	-1.2	-15	-3.1	2.9	0.7	7	-5
14	CC(NC(=O)c1ccc(NC(=O)CC2SC(N3CCCC3)=NC2=O)cc1)c1ccc(F)cc1 (stereo unspecified)	-1.2	0	-2.2	-0.2	-2.3	-6	-0.8	-2.5	0.1	-2	-5
15	O=C(NCc1csc(-c2cccs2)n1)c1ccsc1	-1.2	1	-0.2	-0.4	0.1	3	0.2	-0.9	0.5	1	-8
16	CCN(CC)C(=O)CSc1nnc(-c2cnccn2)n1-c1ccc(C)cc1	-1.9	-1	-1.2	2.6	-0.1	-1	-0.8	-1.6	1.6	5	-5
17	O=C(Nc1ccc(Cl)cc1)c1csc([C@@H]2C[C@H](O)[C@@H](CO)O2)n1	-1.1	-5	-0.4	1.8	-1.4	-3	0.2	-0.5	nt	2	4
18	COC(=O)c1ccc(C)c(NC(=O)CSc2nc3[nH]c(=O)cc(O)c3s2)c1	-0.9	-2	0.0	-0.3	0.4	2	-0.3	-1.8	-0.6	-4	-10
19	C=CCN1CN(S(=O)(=O)c2cccs2)c2nc3ccccc3nc21	-1.2	0	-3.5	1.6	0.1	-5	-0.1	1.4	0.7	2	-25
20	COc1cccc(-c2nnc(SCc3nc4ccccc4s3)n2C)c1	0.3	2	1.7	1.8	0.7	4	5.3	-3.8	0.6	0	0
21	CN1CCN(c2oc(/C=C/c3ccccc3)nc2C#N)CC1	-0.7	-5	-1.4	3.1	0.0	7	1.2	-0.3	-0.1	3	-33
22	CCc1nc2ccc(C(=O)N3CCN(c4cccc(Cl)c4)CC3)cc2nc1CC	-1.1	-1	0.5	0.9	0.0	-13	-2.2	3.5	0.3	-1	-5
23	Cc1cc(C)c(OCCN2CC(C)OC(C)C2)c(Br)c1 (stereo unspecified)	-1.6	1	-1.0	-1.8	1.6	2	-0.6	-0.3	0.1	-1	-1
24	O=C(NNC(=O)c1ccccc1[N+](=O)[O-])c1ccccc1[N+](=O)[O-]	-1.6	-3	-0.9	0.1	-0.3	7	-0.2	0.1	0.9	-3	-2
25	COc1ccc(C2CC(c3ccccc3C)n3nc(N)nc3N2)cc1 (stereo unspecified)	-1.6	-1	-1.3	0.9	0.1	12	0.7	1.1	5.1*	0	2
26	O=C(c1ccc(S(=O)(=O)Cc2ccccc2Cl)c([N+](=O)[O-])c1)N1CCOCC1	-1.4	2	-0.5	-5.4	-3.5	2	-2.9	-2.2	-0.5	-2	2
27	OC(COc1ccc(CN2CCCCO2)cc1)CN1CCCCC1 (stereo unspecified)	-0.9	-2	-0.4	-0.3	0.4	-7	-0.5	2.2	-0.1	0	2
28	COc1cccc(-c2csc(N3CCN(C(=S)Nc4ccccc4OC)CC3)n2)c1	-1.7	2	1.1	0.1	0.1	8	0.0	0.8	-1.3	-2	1
29	COc1ccccc1C(=O)C1CCCN(Cc2cccc(OCCO)c2)C1 (stereo unspecified)	-1.2	-2	-2.1	-2.4	-0.2	-3	0.0	-1.9	-0.5	2	-9
30	O=C(NCCOc1ccccc1F)c1cccc(S(=O)(=O)N2CCN(c3ccccc3)CC2)c1	-1.6	-5	-4.5	-0.6	-2.7	1	-1.6	-1.8	0.2	-4	-3

Continued.
no.	SMILES	ssDAF-12 act	SMARCA2 activ	hgDAF12 agonist	FXN GAA850 act	DAX1 inh-1	sPLA2-III inh	hcDAF-12 act	PG9 binder	DAX1 inh-2	NR1D1 modulator	PLC-beta3 inh
31	O=C1c2ccccc2CN1C(CO)Cc1ccccc1 (stereo unspecified)	-0.9	-3	2.2	0.8	-0.3	1	-1.0	-1.5	2.4	-2	-4
32	O=C(CN(Cc1ccco1)C(=O)CCC(=O)Nc1ccccn1)NCc1ccccc1	-0.8	-3	1.4	2.0	0.2	14	0.3	-0.7	-0.1	-3	-9
33	CCOC(=O)CC(=O)CSc1nc(-c2cccnc2)cc(C)c1C#N	-0.7	0	-1.1	-0.7	-0.1	-1	0.3	-1.6	-0.6	-6	-111
34	COc1cc2c(cc1OC)C(c1ccc(C)cc1)NC(=O)C2 (stereo unspecified)	-1.3	-4	-2.9	2.6	-0.9	-2	-1.5	-0.1	-0.2	5	5
35	Cc1cc(C)c(S(=O)(=O)NCC23C=CC(O2)C2C(=O)N(c4ccccc4)C(=O)C23)c(C)c1 (stereo unspecified)	-1.1	2	-2.3	-3.2	-0.3	-11	-0.6	0.4	-1.1	4	-1
36	Cc1noc(/C=C/N(C)C)c1S(=O)(=O)N1CCCC(C(=O)Nc2ccccc2F)C1 (stereo unspecified)	-0.9	0	0.2	1.5	-0.1	2	-0.9	0.4	-0.1	6	-15
37	CC1(C)NC(=O)N(CCCSc2ccc(Cl)cc2)C1=O	-1.4	0	-0.9	-0.7	0.5	-2	-1.5	-2.1	-0.8	1	2
38	CC(C)c1ccc(CN2CCN(C(=O)CSc3nnnn3C3CC3)CC2)cc1	-2.4	-5	-8.0	-4.2	-6.5	1	-3.7	-0.8	-2.4	-1	-7
39	Cc1cc(Br)c(NC(=O)C(C)Sc2nnnn2C)c(Br)c1 (stereo unspecified)	-1.5	-2	4.3	-1.0	-0.5	9	-1.1	0.0	0.2	-4	-8
40	CN1CCc2cc3c(c4c2C1CC41CCC(=NO)CC1)OCO3 (stereo unspecified)	-0.7	2	-0.6	0.4	-0.1	-4	-0.7	0.3	0.7	4	-84
41	CCC(CO)Nc1ccn2nc(-c3ccccc3)cc2n1 (stereo unspecified)	-0.4	5	18*	1.4	9.5*	5	2.5	0.3	nt	-3	-109
42	Cc1cccc(/C=C2\Sc3ccc(C(=O)N4CCCCC4)cc3N(C)C2=O)c1	-1.9	-4	-6.2	-1.3	-5.5	-11	-4.5	-1.8	-0.4	-9	-67
43	Cc1cnc(NC(=O)c2ccc(-c3nc4ccccc4s3)o2)s1	-0.6	3	2.2	3.3	1.1	12	4.1	-1.1	0.0	-5	-17
44	Cc1ccc(N(CC(=O)NC2CCCC2)C(=O)CNC(=O)c2cccs2)cc1C	-0.8	0	1.5	1.8	-0.2	-3	-1.9	0.0	0.9	-1	-8
45	Cc1ccc2[nH]c(=O)c(COC(=O)c3ccccn3)cc2c1	-1.4	2	-0.2	-0.3	0.3	6	1.9	0.0	-0.8	10	4
46	Cc1cc(Cn2nnc3ccccc32)c(O)c(C(C)(C)C)c1	-1.3	-1	-1.2	1.2	0.2	1	-1.1	0.0	-1.1	-2	-1
47	O=C1OCCN1C(=O)[C@H]1[C@H](c2ccc(F)cc2)C(c2cccc(Cl)c2)=NN1c1ccc(Br)cc1	-1.3	-4	-3.8	-0.5	1.1	0	2.9	-0.4	-0.4	-1	i
48	CCN=C1NC(c2ccc(F)cc2)C(C(=O)OC)=C(C)N1Cc1ccccc1C(F)(F)F (stereo unspecified)	-1.2	-2	10	nt	3.1	-6	-2.4	-0.8	nt	-2	0
49	Cc1cc2sc(NC(=O)c3ccco3)nc2cc1Cl	-0.7	5	14*	1.4	2.5	-2	3.5	3.1	2.4	-14	-13

Screening data as filed in PubChem.
